Screening data: PubChem, National Center for Advancing Translational Sciences (NCATS)
TRHR agonist = agonists of human TRH receptor. 360,000 tested, 0.18% active. AID 493084. TRHR cells, calcium flux fluo-8, FDSS agonist mode. P34981. activation, % at 2 µM; note: 0% is about no effect
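Agonist-mode FDSS calcium read (Ex 480/Em 530, 1 s cycles) in 1536-well TRHR cells with fluo-8 dye, after 10-cycle baseline and 23 nL compound addition; TRH at EC20 (10 nM final) added afterwards for the enhancer phase.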
D2 agonist = agonists of human D2 dopamine receptor. HEK293 T-REx D2 cells, calcium flux agonist mode. 340,000 tested, 0.53% active. P14416. activation, % at 2 µM;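 active = activation over 3 SD above normal in the single-dose calcium agonist read, cut at about 30% in these data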; note: 0% is about no effect
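In this primary screen, compounds producing a positive calcium signal within 180 s of addition to tetracycline-induced, force-coupled HEK293 Trex D2 cells are flagged; cells are dye-loaded with a no-wash calcium kit beforehand.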
D1 ag = human D1 receptor agonism | HEK293 T-REx D1 cells, calcium flux, agonist mode | activation, % at 2 µM | 360,000 tested, 1% active | AID 504660; note: 0% is about no effect
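Agonism was scored from calcium flux recorded over 180 s (1 read/s) after pintool compound addition, following a 10-cycle baseline. Cells were inducible force-coupled HEK293 TREx D1, plated overnight at 30 C and loaded with no-wash calcium dye.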
D1 antag = antagonists of human D1 dopamine receptor. P21728. HEK293 TREx D1 cells, calcium flux, dopamine EC80; stronger effect = lower value. activity change, negative = inhibition, % at 10 µM. 360,000 tested, 3.2% active. AID 504652; in the data active = activity change below about -30%; note: % is set by controls: 0 for no effect and ±100 for the full control effect
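Tetracycline-induced HEK293 Trex D1 cells, force-coupled to calcium, dye-loaded; compounds added and read 180 s, then EC80 dopamine added and calcium flux tracked kinetically another 180 s.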
RXFP1 antag = blocks the human relaxin receptor RXFP1 | Q9HBX9 | HEK293-RXFP1, relaxin-stimulated cAMP HTRF, 30 min; stronger effect = lower value | activity change, negative = inhibition, % at 57.5 µM | 350,000 tested, 0.59% active | AID 1259400;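 active = activity change of -60% or lower, but not beyond a set lower limit; inconclusive = change between -60% and -40%, or beyond the set limit; inactive = change above -40%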; note: % is set by controls: 0 for no effect and ±100 for the full control effect
Target sequence (Q9HBX9 whole entry, looked up): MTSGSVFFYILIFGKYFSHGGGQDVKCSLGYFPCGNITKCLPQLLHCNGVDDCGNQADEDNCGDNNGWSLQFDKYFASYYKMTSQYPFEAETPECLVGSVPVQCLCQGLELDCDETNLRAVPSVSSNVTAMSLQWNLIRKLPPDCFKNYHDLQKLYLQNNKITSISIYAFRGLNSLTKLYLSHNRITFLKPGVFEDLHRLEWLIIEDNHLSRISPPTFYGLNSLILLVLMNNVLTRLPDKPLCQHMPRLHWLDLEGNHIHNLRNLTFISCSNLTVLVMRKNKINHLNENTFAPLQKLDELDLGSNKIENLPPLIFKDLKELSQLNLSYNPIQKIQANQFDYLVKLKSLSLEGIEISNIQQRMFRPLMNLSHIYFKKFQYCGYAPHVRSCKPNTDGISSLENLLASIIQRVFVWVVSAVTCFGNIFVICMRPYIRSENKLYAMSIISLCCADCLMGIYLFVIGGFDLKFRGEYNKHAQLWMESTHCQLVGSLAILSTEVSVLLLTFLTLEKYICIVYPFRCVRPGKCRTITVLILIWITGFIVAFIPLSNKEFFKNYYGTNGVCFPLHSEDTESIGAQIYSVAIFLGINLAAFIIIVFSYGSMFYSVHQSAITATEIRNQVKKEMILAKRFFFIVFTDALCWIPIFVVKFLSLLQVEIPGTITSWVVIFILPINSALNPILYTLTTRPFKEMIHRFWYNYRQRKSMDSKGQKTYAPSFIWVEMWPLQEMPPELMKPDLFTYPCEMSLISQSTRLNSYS
TRHR PAM = TRH receptor (human) allosteric enhancement; TRHR cells, fluo-8 calcium fluorescence, EC20 TRH enhancement; P34981; enhancement, % at 2 µM; 360,000 tested, 0.66% active; in the data active = enhancement above about 30%; note: 0% is about no effect
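Enhancer read-out: after compound pinning and an initial kinetic agonist-mode read, an EC20 of TRH (10 nM final) was injected and fluo-8 calcium signal (Ex 480/Em 530) followed at 1 s/cycle for 100 cycles in TRHR-expressing cells.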
D1 PAM = enhances dopamine response at the human D1 receptor | P21728 | HEK293 TREx D1 cells, calcium flux, dopamine EC20 potentiation | potentiation, % at 10 µM | 360,000 tested, 0.036% active; in the data active = potentiation above about 30%; note: 0% is about no effect
D2 potentiator = positive allosteric modulators of human D2 dopamine receptor | potentiation, % at 10 µM | HEK293 T-REx D2, calcium flux, EC20 dopamine potentiation | 340,000 tested, 0.34% active | AID 485347 | P14416;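 active = potentiation over 3 SD above the plate norm, cut at about 30% in these data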; note: 0% is about no effect
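Potentiation of an EC20 dopamine calcium response measured kinetically over 180 s, after a preceding 180 s compound-only read flagging agonists. Cells: inducible Hek293 Trex D2 line, 4000/well, cultured overnight at 30 C before dye loading.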
D2 antag = D2 dopamine receptor (human) antagonism. P14416. HEK293 TREx D2 cells, calcium flux, dopamine EC80. inhibition, % at 10 µM. 340,000 tested, 2% active. AID 485344; in the data active = inhibition above about 30%; note: 0% is about no effect
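HEK293 T-REx D2 cells, tet-induced, calcium dye no-wash. Cpd pintool add, 180 s kinetic, then EC80 DA, 180 s kinetic. Ca flux read.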
* = called active by the depositor; ? = inconclusive; / = no result given. Cut-off read from the data, not from the text of the source, unless noted: active = activation above about 30%; inactive = the rest. Rows are unselected; any-hit rate near 7.1%.

Every second line gives: TRHR agonist, D2 agonist, D1 ag, D1 antag, RXFP1 antag, TRHR PAM, D1 PAM, D2 potentiator, D2 antag
CC1CC=C(c2ccccc2)C(=S)N1 (stereo not drawn)
 : 0.6, -0.7, 1.5, 1.3, -9.8, -3.4, -10.1, 21.3, -1.6
COc1ccc(CNC(=O)c2cc3c(=O)[nH]c4ccc(C)cc4c3s2)c(OC)c1
 : 0.3, /, 1.1, 1.7, /, 1.5, -4.1, 0.9, /
COc1cc(NC(=O)C2CCCN(c3ncnc4c3nc3n4CCCCC3)C2)cc(OC)c1OC (stereo not drawn)
 : -0.7, 38.6*, 0.0, 12.2, 0.6, -2.8, 4.8, -2.6, -9.7
O=c1[nH]c(CSc2nc3ccccc3s2)nc2cc(Cl)ccc12
 : -0.1, -1.5, 5.4, -6.6, /, 11.7, -6.0, 6.6, 1.2
COc1ccc(C(=O)C[n+]2cccc(C(N)=O)c2)cc1
 : 1.1, -0.9, 0.8, -17.8, 7.6, 10.7, -3.4, -6.2, -14.9
COC(=O)CNC(c1ccccc1)c1cc(C)ccc1NS(=O)(=O)c1ccc(C)cc1 (stereo not drawn)
 : 1.0, -0.3, 6.5, 1.6, -0.1, -1.2, -8.8, -0.6, 4.5
CCCCCOc1ccccc1CN1C(=O)C(=O)c2cc(C)ccc21
 : -1.8, -1.2, 4.0, 8.2, ?, -5.2, -2.8, 15.3, /
CCOc1ccc(NC(=O)c2cc(S(=O)(=O)N3CCCCCC3)cn2C)cc1
 : -0.3, -1.1, 0.8, -25.6, /, 5.3, -2.5, -10.0, /
Clc1ccccc1-c1nnc(COc2ccccc2)o1
 : -0.1, -0.8, 1.3, -6.7, 2.3, -1.5, 1.8, -14.4, /
COc1ccc(CCNC(=O)C(=O)NCC(c2ccco2)S(=O)(=O)c2ccccc2)cc1 (stereo not drawn)
 : -0.1, -1.8, 2.2, /, -5.9, 1.4, -1.9, 1.9, /
CCN(CCCNC(=O)C1c2ccccc2C(=O)N(CCOC)C1c1ccc(F)cc1)Cc1ccccc1 (stereo not drawn)
 : 0.4, -0.2, 3.8, 8.7, 15.5, 27.8, -4.7, -2.4, -7.8
CC(C)N(Cc1nccn1C)C(=O)CCc1nnc(CCCc2ccccc2)o1
 : -0.8, 1.1, 2.0, 0.8, 5.5, 1.3, 0.8, -0.7, -8.6
CN(C)c1cccc(O)c1
 : 0.5, 1.0, 1.8, /, /, -0.1, -3.2, 1.9, 9.4
Cc1ccc(C(=O)NCCc2ccncc2)cc1
 : 0.5, 0.5, -0.9, -36.2*, -2.6, -4.5, -1.3, 10.7, 21.9
Cc1ccc(-c2nc3ncccn3c2Nc2ccc3c(c2)OCO3)o1
 : -0.6, -0.2, -3.8, 16.0, 1.1, 2.4, 5.5, 12.0, -3.6
COc1ccc(CNC(=O)c2ccc3c(c2)N=C(C)c2c(C)ccc(C)c2S3)cc1
 : 0.4, 0.8, 9.5, -19.7, /, -5.9, -2.2, -4.2, /
CCc1nn(Cc2cc(C)ccc2C)c(=O)c2cc3cc(C)ccc3n12
 : 0.4, -0.2, 1.5, 51.8, -3.2, 8.2, 5.7, 11.1, /
O=C(COc1ccc(Br)cc1CNCCc1ccccc1)NCc1ccccc1
 : 1.8, 3.0, 28.0, /, -25.3, -2.6, -7.7, -17.1, 3.2
CCCNC(=S)N1CCN(c2nc(C)nc3sc4c(c23)CCCC4)CC1
 : -0.1, 0.9, 0.1, 6.1, 7.9, 12.0, -4.3, 4.9, -8.2
COc1ccc(CN(Cc2ccccn2)S(=O)(=O)c2ccc(-n3cnnn3)cc2)cc1
 : 0.1, 1.3, 2.8, -23.1, -2.6, -4.2, -7.6, -9.7, -8.9
CCN(CC)S(=O)(=O)c1ccc2c(c1)c(=O)c(C(=O)NCCN(C)CCc1ccccc1)cn2C
 : -0.6, 1.3, 0.6, 4.9, 2.9, 3.7, -5.8, -20.1, 11.9
Cc1ccc(S(=O)(=O)N2CCN=C2SCc2ccccc2)cc1
 : 1.1, -0.9, 10.3, 1.5, -4.3, -9.3, 0.0, -10.2, 7.7
CCn1c2ccccc2c2cc(NC(=O)C(C)Oc3ccccc3)ccc21 (stereo not drawn)
 : -0.3, -0.5, 3.2, 1.8, 8.6, -17.1, -1.1, 8.0, 4.8
COc1ccc(OC)c(C(=O)NC2CC(C)(C)Cc3c2cnn3-c2ccccc2)c1 (stereo not drawn)
 : 1.1, 0.0, 4.5, 8.5, -12.5, -22.9, 0.6, -3.3, -13.8
O=C(O)CCCC(=O)N1CCN(c2ncccn2)CC1
 : 0.4, 0.4, 2.2, -36.0*, 1.9, -2.1, -9.7, -1.8, 4.5
O=C(COc1ccccc1)NNc1c2ccccc2nc2ccccc12
 : -0.1, 0.8, 11.6, -18.5, -24.5, 8.0, -11.0, 13.1, 8.8
CC(C(=O)Nc1ncccn1)(c1ccccc1)c1ccccc1
 : 0.1, 0.4, 0.3, -8.6, 0.3, -1.2, 1.8, 3.4, 3.3
CC1=NOC2(C1)/C(=N/O)CCC/C2=N\O (stereo not drawn)
 : 1.6, -0.3, -0.4, -7.1, -7.1, 4.4, -4.2, -3.8, -15.3
O=C(Nc1cccnc1)c1cc2cc(Br)ccc2oc1=O
 : 0.6, 0.1, 0.8, -2.5, 3.7, 7.8, 1.0, 3.2, 4.6
Oc1csc(Cc2nc(-c3ccc(Br)cc3)cs2)n1
 : 0.1, -1.3, 2.0, 1.0, -22.4, 4.3, 1.9, 2.7, 11.1
COc1ccc(OC)c(C(=O)c2coc3ccc(OCC(=O)O)cc23)c1
 : -0.1, 0.4, 1.2, 1.3, 10.1, 1.4, 1.0, 2.9, 6.9
COc1cc(-c2noc(C)c2-c2ccc3[nH]ccc3c2)cc(OC)c1OC
 : -0.5, -0.8, 6.7, -18.3, /, 0.9, 4.4, -11.5, -1.8
N=C(N)SCc1cn2ccccc2n1
 : -0.4, 0.0, -1.1, -4.5, 8.4, -4.6, -6.3, 5.1, -4.4
Fc1ccc2nc(Nc3nc4cc5c(cc4s3)OCO5)sc2c1
 : 2.8, 3.1, 0.9, -10.9, -12.8, 0.8, -12.3, 7.9, 7.4
O=C(COc1ccc(Cl)cc1[N+](=O)[O-])N1CCCCCC1
 : -0.3, 0.1, -0.4, -1.5, -10.8, -1.7, -1.1, -8.7, -0.4
CS(=O)(=O)N1CCN(c2ccccc2NC(=O)c2ccc(-c3ccc(Br)cc3)o2)CC1
 : 0.8, -0.3, 2.6, /, 21.6, 4.6, 0.1, 4.4, 1.5
COc1ccc(CN2CCCC(C(=O)N3CCCCC3)C2)c(OC)c1 (stereo not drawn)
 : 0.4, /, 10.1, -3.5, -3.3, -3.7, -3.0, /, /
COC(=O)c1c(NC(=O)CC2NCCNC2=O)sc2c1CCCC2 (stereo not drawn)
 : -0.1, 0.2, 3.3, -2.1, -8.8, 2.3, 0.1, -8.4, -3.3
CCn1cc(C(=O)OCC(=O)c2cc(C)n(-c3ccccc3)c2C)c(=O)c2ccc(C)nc21
 : -2.1, -0.4, -0.4, 5.4, 18.6, 2.2, -3.9, 2.3, -0.9
O=[N+]([O-])c1ccc(Cl)cc1N1CCOCC1
 : -0.8, 1.0, 1.4, -2.8, -1.5, 4.8, 0.1, 5.8, -20.7

Another view of nine compounds above:
molecule	TRHR agonist	D2 agonist	D1 ag	D1 antag	RXFP1 antag	TRHR PAM	D1 PAM	D2 potentiator	D2 antag
CC(C)N(Cc1nccn1C)C(=O)CCc1nnc(CCCc2ccccc2)o1	-0.8	1.1	2.0	0.8	5.5	1.3	0.8	-0.7	-8.6
CN(C)c1cccc(O)c1	0.5	1.0	1.8	/	/	-0.1	-3.2	1.9	9.4
Cc1ccc(C(=O)NCCc2ccncc2)cc1	0.5	0.5	-0.9	-36.2*	-2.6	-4.5	-1.3	10.7	21.9
Cc1ccc(-c2nc3ncccn3c2Nc2ccc3c(c2)OCO3)o1	-0.6	-0.2	-3.8	16.0	1.1	2.4	5.5	12.0	-3.6
COc1ccc(CNC(=O)c2ccc3c(c2)N=C(C)c2c(C)ccc(C)c2S3)cc1	0.4	0.8	9.5	-19.7	/	-5.9	-2.2	-4.2	/
CCc1nn(Cc2cc(C)ccc2C)c(=O)c2cc3cc(C)ccc3n12	0.4	-0.2	1.5	51.8	-3.2	8.2	5.7	11.1	/
O=C(COc1ccc(Br)cc1CNCCc1ccccc1)NCc1ccccc1	1.8	3.0	28.0	/	-25.3	-2.6	-7.7	-17.1	3.2
CCCNC(=S)N1CCN(c2nc(C)nc3sc4c(c23)CCCC4)CC1	-0.1	0.9	0.1	6.1	7.9	12.0	-4.3	4.9	-8.2
COc1ccc(CN(Cc2ccccn2)S(=O)(=O)c2ccc(-n3cnnn3)cc2)cc1	0.1	1.3	2.8	-23.1	-2.6	-4.2	-7.6	-9.7	-8.9

Next results follow:
Every second line gives: TRHR agonist, D2 agonist, D1 ag, D1 antag, RXFP1 antag, TRHR PAM, D1 PAM, D2 potentiator, D2 antag
CC(=O)N1CCc2c(sc(NC(=O)Cc3ccccc3)c2C#N)C1
 : 0.3, -0.9, 0.9, 6.9, 4.9, 10.1, -0.5, -2.9, -6.7
O=C(c1ccc(NC2=NC3CS(=O)(=O)CC3S2)cc1)N1CCN(c2ccc(F)cc2)CC1 (stereo not drawn)
 : 0.0, 0.3, 3.2, -2.1, -7.1, -1.3, -0.8, -3.8, 1.3
CCc1c(C(=O)N/N=C/c2cn[nH]c2-c2ccc(F)cc2)csc1C
 : 0.3, 3.5, 9.1, 1.2, 1.7, 1.2, -2.9, -26.8, 71.1*
CC(C)CC(OC(=O)c1ccco1)C(=O)NCC1CCCO1 (stereo not drawn)
 : 0.3, -1.0, 0.1, 22.4, 2.7, 0.4, -5.8, -4.8, -11.5
Cc1ccc(OCC(=O)Nc2nnc(S(=O)(=O)N3CCC(C)CC3)s2)cc1
 : -0.3, 0.0, 2.7, -2.8, -13.7, 3.6, 8.4, -0.2, -26.3
O=C(C[n+]1cc(Br)cc(Br)c1)c1ccc(-c2ccccc2)cc1
 : -0.1, 1.5, 0.1, -0.8, 1.7, -21.1, -0.1, 3.6, -11.5
COc1cc(C(C[N+](=O)[O-])c2c(C)[nH]c3ccccc23)ccc1O (stereo not drawn)
 : 0.2, 0.5, 5.5, -5.4, 1.5, 6.2, -4.8, 7.4, 11.1
CC(C)COc1ccc(C(=O)N(Cc2ccc(N(C)C)cc2)Cc2ccco2)cc1
 : -0.2, -0.9, -0.7, -6.4, -29.0, 0.9, -0.3, 13.7, /
Cc1ccc(C2C3C(=O)N(c4ccccc4)C(=O)C3N3CCCN23)cc1 (stereo not drawn)
 : -0.1, 0.7, 3.3, 10.7, 0.3, 2.9, 1.0, -3.6, -7.4
CCc1ccccc1N(CC)C(=O)c1cc2c(s1)-c1ccccc1OC2
 : 0.6, 0.5, 8.6, 17.6, /, 10.1, -1.3, -4.9, /
COc1ccc(C(=O)CSc2nnc(-c3ccccn3)n2Cc2ccco2)cc1
 : -2.1, 0.6, 2.9, -11.2, 10.2, -8.0, 3.0, -5.6, -7.1
O=C(CNC(=O)c1ccco1)NCC(c1ccco1)N1CCCCC1 (stereo not drawn)
 : -0.2, /, 4.4, -2.2, -0.9, -0.2, /, 3.0, /
